Bioassay records: PubChem, several laboratories
ADAM17 inh – ADAM17 inhibitors, primary screen, biochemical, QFRET; Disintegrin and metalloproteinase domain-containing protein 17 (Homo sapiens), P78536; recombinant ADAM17, EDANS/DABCYL FRET peptide cleavage; inhibition, % at 6.95 µM; actives 0.83% (n = 370,000); AID 720648, 2013;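 active = inhibition above the mean of compounds lying between control limits plus 3 SD, set per campaign, cut at about 8.5% in these data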;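 note: 0% = DMSO-only wells as the low control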
ssDAF-12 act – S. stercoralis DAF-12 nuclear receptor activators, primary screen, cell-based, luminescence, HEK293, GRIP1 co-expression, lit1-tk-luc. HEK293 ssDAF-12/GRIP1 lit1-tk-luc reporter; % of 3 µM dafachronic acid response. activation, % at 6.8 µM. AID 652126, 2013. actives 1% (n = 370,000);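 active = activation above the mean over all tested compounds plus 3 SD, cut at about 0.9% in these data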;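 note: 0% = DMSO-only wells and 100% = 3 µM delta7-dafachronic acid wells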
Rev-erbA mod – modulators of Rev-erb alpha DNA binding, primary screen, biochemical, FITC-DNA, fluorescence polarization, uHTS; Rev-erbα–FITC-DNA binding, 90 min; activity, % at 10 µM; actives 0.79% (n = 370,000); AID 1259318, 2017;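 active = activity above about 14%, limit read from the data; passing the limit was not always enough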;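 note: 0% = DMSO wells with 35 nM protein and 100% = DMSO wells with 750 nM protein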
hgDAF12 agonist – H. glycines DAF-12 receptor agonists, primary screen, cell-based, luminescence, HEK293, GAL4 fusion, UAS-luciferase. HEK293 GAL4-hgDAF12 UAS-luciferase reporter, agonist luminescence; normalized to butyrate control. activation, % at 6.8 µM. actives 1.8% (n = 370,000);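 active = activation above a cutoff set at the mean of all screened compounds plus 3 SD, cut at about 10% in these data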;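 note: 0% = DMSO wells and 100% = sodium butyrate wells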
DAX1 inh-1 – DAX1 (NR0B1) inhibitors on StAR promoter, primary screen, cell-based, luminescence, SF-1 (NR5A1), full-length DAX-1. HEK293T StAR-luciferase reporter, SF-1/DAX-1 repression relief. actives 1.1% (n = 370,000). AID 652010, 2013. inhibition, % at 6.8 µM;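 active = inhibition above the mean over all tested compounds plus 3 SD, cut at about 3.6% in these data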;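 note: 0% = DAX-1 cells with DMSO and 100% = cells lacking DAX-1 with DMSO; higher inhibition means more luminescence from relief of DAX-1 repression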
SMARCA2 activ – SMARCA2 (BRM) function activators, primary screen, cell-based, luminescence, high throughput; MG213 cells, MMTV-luciferase reporter, dexamethasone, overnight; activation, % at 9.1 µM; actives 1% (n = 370,000); in the data active = activation above about 7.8%;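 note: 0% = vehicle wells and 100% = reference activator wells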
MBD2 DNA inh – inhibitors of MBD2 binding to methylated DNA, primary screen, biochemical, TR-FRET, DNA-binding domain, human; MBD2 binding to methylated oligonucleotide; actives 0.31% (n = 370,000); Methyl-CpG-binding domain protein 2 (Homo sapiens), Q9UBB5; inhibition, % at 4.4 µM; in the data active = inhibition above about 13%
Target sequence (Q9UBB5 whole entry, looked up, the tested form may be a part): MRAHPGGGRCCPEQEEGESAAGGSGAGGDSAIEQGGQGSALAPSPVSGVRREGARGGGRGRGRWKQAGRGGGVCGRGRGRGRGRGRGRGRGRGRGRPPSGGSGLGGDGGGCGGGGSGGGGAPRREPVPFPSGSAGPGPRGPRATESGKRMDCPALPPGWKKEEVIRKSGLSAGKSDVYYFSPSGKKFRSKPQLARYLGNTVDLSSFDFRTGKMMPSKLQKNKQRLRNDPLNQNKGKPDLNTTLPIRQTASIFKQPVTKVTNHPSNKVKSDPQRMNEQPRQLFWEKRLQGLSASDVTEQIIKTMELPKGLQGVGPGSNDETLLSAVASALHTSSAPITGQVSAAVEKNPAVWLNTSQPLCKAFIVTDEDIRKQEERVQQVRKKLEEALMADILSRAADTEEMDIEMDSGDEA
hcDAF12 agonist – H. contortus DAF-12 nuclear receptor activators, primary screen, cell-based, luminescence, HEK293, lit1-tk-luc reporter | HEK293 hcDAF-12 lit1-tk-luc reporter; 0% DMSO, 100% Δ7-dafachronic acid | activation, % at 6.8 µM | actives 1.4% (n = 370,000) | AID 652067, 2013;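 active = activation above the mean of all tested compounds plus 3 SD, cut at about 5.5% in these data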;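 note: 100% = response to 3 µM Δ7-dafachronic acid high control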
PLCb3 inh – human PLC-beta3 inhibitors, primary screen, biochemical, fluorescence | 1-phosphatidylinositol 4,5-bisphosphate phosphodiesterase beta-3 (Homo sapiens), Q01970 | Purified PLC-beta3, fluorogenic substrate | inhibition, % at 12.2 µM | actives 0.18% (n = 370,000); in the data active = inhibition above about 11%;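 note: 0% = median of compound wells on plate and 100% = full blocker control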
PLC-gamma1 inh – PLC-gamma1 enzyme inhibitors, primary screen, biochemical, fluorescence, purified enzyme; 1-phosphatidylinositol 4,5-bisphosphate phosphodiesterase gamma-1 (Homo sapiens), P19174; fluorogenic substrate; actives 0.84% (n = 370,000); AID 720700, 2013; inhibition, % at 12.2 µM; in the data active = inhibition above about 9.5%
DAX1 inh-2 – DAX1 (NR0B1) inhibitors, primary screen, cell-based, HEK293, Gal4-DAX1, luciferase luminescence; inhibition, % at 6.75 µM; AID 504766, 2011; HEK293 Gal4-DAX1 luciferase reporter; actives 0.99% (n = 340,000); Nuclear receptor subfamily 0 group B member 1 (Homo sapiens), P51843;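 active = inhibition above the mean over all tested compounds plus 3 SD, cut at about 4.2% in these data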;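 note: 0% = DAX1-transfected cells with DMSO and 100% = empty-vector control cells with DMSO; inhibition shows as a rise in luminescence from relieved DAX1 repression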
Target sequence (P51843 207-470 limits assumed): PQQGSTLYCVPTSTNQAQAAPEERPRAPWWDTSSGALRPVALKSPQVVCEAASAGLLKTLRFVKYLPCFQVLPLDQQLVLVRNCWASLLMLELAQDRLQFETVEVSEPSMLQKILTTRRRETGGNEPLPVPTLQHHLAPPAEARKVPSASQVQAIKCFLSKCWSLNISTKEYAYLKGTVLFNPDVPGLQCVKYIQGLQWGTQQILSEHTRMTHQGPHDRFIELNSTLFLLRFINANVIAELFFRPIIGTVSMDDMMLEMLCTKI
The depositor's hits bear a star; . = not tested or not shown.

SMILES	ADAM17 inh	ssDAF-12 act	Rev-erbA mod	hgDAF12 agonist	DAX1 inh-1	SMARCA2 activ	MBD2 DNA inh	hcDAF12 agonist	PLCb3 inh	PLC-gamma1 inh	DAX1 inh-2
Cc1ccc(C(=O)C[n+]2ccccc2)cc1	-2	-0.7	-4	4.5	0.8	1	-3	0.3	-7	-1	0.1
CN(C)CCOC1c2ccccc2C=Cc2ccccc21	-5	-1.7	3	-0.6	-0.7	-3	0	-0.6	-9	0	.
CCOC(=O)N1CCN(C(=O)C2CCC(=O)N(Cc3cccc(C(F)(F)F)c3)C2)CC1 (stereo not drawn)	-6	-1.4	1	0.8	-1.1	-1	0	-0.7	-5	-1	1.1
CCc1ccc(S(=O)(=O)Nc2ccncc2)cc1	0	-1.1	8	-0.1	-0.1	-1	0	-0.4	-3	-18	1.0
COc1ccccc1NC(=S)N(Cc1ccccc1)Cc1cccnc1	0	-2.0	6	-2.5	2.1	-2	2	-0.7	-2	7	-0.3
Cc1onc(-c2c(Cl)cccc2Cl)c1C(=O)N1CCSCC1	0	-1.1	1	0.7	0.1	-1	1	-1.1	-1	3	1.2
Cc1ccc(S(=O)(=O)N2CC(=O)Nc3ccccc32)cc1	-2	-2.1	-2	0.2	-0.4	1	0	5.0	0	0	1.1
Cc1ccc(-c2cc(C(=O)Nc3cc(C)on3)no2)cc1	-1	-1.1	0	-2.4	-0.1	-4	2	-1.1	-1	0	-0.8
Cc1ccc(C)c(Cn2nnc3c(=O)[nH]c(C4CCN(S(=O)(=O)c5ccc(S(=O)(=O)N(C)C)cc5)CC4)nc32)c1	-1	-1.0	-7	1.5	0.0	-3	2	-0.8	-1	0	-1.0
CCCCNC(=O)Cn1nc(C)c(S(=O)(=O)N2CCOCC2)c1C	0	-1.1	0	-0.1	-0.5	-3	-6	0.1	-6	1	0.8
CCCn1nnc(NC(=S)NC(=O)/C=C/c2ccco2)n1	-2	-1.5	-1	-0.3	-0.1	0	-4	-1.0	-18	-10	3.1
COc1ccc(/C=C/C(=O)N2CCN(c3ccccc3)CC2)cc1S(=O)(=O)N1CCOCC1	-3	-2.7	-1	-6.5	-2.3	-6	3	-4.6	-3	1	-4.3
COCCCNC(=O)c1cn(-c2cccc(OC)c2)c(=O)c2ccccc12	-2	-1.6	-4	1.2	-0.1	5	-5	-0.4	3	5	-0.8
CC(NC(=O)c1ccccc1F)c1nnc(SCC(=O)NC2CCCCC2)n1C (stereo not drawn)	-3	-0.9	8	-0.4	-0.3	-4	3	-1.6	-6	1	0.2
COc1cc2c(cc1OC)C(c1cc(Br)ccc1O)N(C(C)=O)CC2 (stereo not drawn)	-4	-0.9	-5	-0.4	-0.6	-1	0	1.6	-3	-3	1.3
O=C(C1=NN[C@@H]2C(=O)N(c3ccccc3C(F)(F)F)C(=O)[C@H]12)C(c1ccccc1)c1ccccc1	5	-1.7	-2	-0.2	0.2	-2	-3	-0.9	1	6	-1.4
C#CCOCCOCCOCCNc1nc(N2CCN(C(=O)Cn3cc(CCCCN)nn3)CC2)nc(N2CCN(C(=O)[C@H]([C@@H](C)CC)n3cc(CCCCN)nn3)CC2)n1	-1	-0.8	2	0.1	-0.4	0	-2	-1.0	1	2	0.8
NS(=O)(=O)c1ccc(NC(=O)COC(=O)c2cn(-c3ccccc3)nc2-c2ccccc2)cc1	-3	-1.3	1	-3.9	-0.1	-3	4	-1.8	-7	2	-2.4
CC1(C)CC(=O)N(CC(=O)N2CCN(c3cccc(Cl)c3Cl)CC2)c2ccccc2S1(=O)=O	-2	-1.1	-7	-2.2	-0.6	-5	-5	-3.6	-2	2	.
CCN(c1cccc(C)c1)S(=O)(=O)c1ccc(-c2cc(C)no2)s1	3	-1.4	-1	2.1	-3.9	-3	-3	-0.2	-5	1	-0.4
CCOC(=O)CC1COCCN1C(=O)CCc1nnc(-c2ccsc2)o1 (stereo not drawn)	-1	-1.1	6	1.9	-0.1	2	0	4.0	-1	0	0.6
CCCc1cc2c(cc1NC(=O)c1ccccc1F)OCO2	0	-1.1	1	0.3	0.5	2	0	0.5	3	3	0.1
CC1CCN(C(=O)c2cc(S(=O)(=O)N3CCOCC3)ccc2N2CCCC2)CC1	-5	0.3	-3	-1.0	0.0	1	-6	-0.1	-15	-7	0.6
CCCn1c(N)c(C(=O)CSc2n[nH]c(-c3ccc(C)cc3)n2)c(=O)[nH]c1=O	-3	-1.1	-1	-0.1	0.1	-3	5	-1.2	4	3	0.6
CCN(Cc1cn2cccnc2n1)C1CCCCC1	-132	-1.0	-4	-2.5	0.2	-3	-2	0.7	-195	-159	-0.5
O=C(NCc1ccncc1)[C@@H]1CCCN1C(=O)[C@H]1CCCN1C(=O)c1cccc(Cl)c1	-6	-0.7	2	-1.1	-0.3	-3	11	-0.5	-1	-1	.
CCn1c(SCC(=O)O)nnc1-c1ccc(S(=O)(=O)N2CCCC2)cc1	-6	-1.2	7	1.9	-0.1	-1	7	0.1	-6	3	0.3
Cc1noc(NS(=O)(=O)c2ccc(NC(=O)CSc3nnc(-c4ccccc4)n3C3CCCCC3)cc2)c1C	-3	-1.5	-4	0.9	1.3	-3	3	-0.9	0	0	-0.6
CCC1SC2=NC(C)=C(C(=O)OCC(C)C)C(/C=C/c3ccccc3OC)N2C1=O (stereo not drawn)	2	-1.5	1	2.9	-0.1	-3	-3	-0.8	-3	0	-0.3
FC(F)(F)c1cc(-c2ccccc2)nc2ncnn12	-56	-1.4	0	-0.2	1.3	-4	-4	1.9	-13	-13	-1.0
COC(=O)c1c(C(=O)OC)c(-c2cccc(F)c2)n2c1CS(=O)C2 (stereo not drawn)	0	-0.6	2	-0.7	-0.3	2	0	0.3	-7	4	-0.5
COc1ccc(S(=O)(=O)N(C)C[C@H]2Oc3ccc(NC(=O)Cc4ccccc4)cc3C(=O)N([C@H](C)CO)C[C@@H]2C)cc1	-3	-1.0	-3	-1.2	-0.5	-1	3	-2.1	1	3	0.6
O=C(COC(=O)[C@@H]1CCCN1S(=O)(=O)c1ccc(Cl)cc1)NC1CCS(=O)(=O)C1 (stereo partly drawn)	2	-1.0	2	-0.4	2.0	0	-3	0.9	-3	0	-0.6
Cc1ccc(NC(=O)CCSc2nnc(C)s2)cc1	-1	-1.0	-4	-1.7	-0.2	3	-9	0.5	2	5	1.1
Cc1ccc(S(=O)(=O)N2CCCCC2)cc1NC(=O)COC(=O)c1cc[n+]([O-])cc1	2	-0.5	0	1.3	-0.3	0	-1	-0.5	2	0	0.1
COc1ccc(-c2nc(CN3CCCC(C(=O)NC4CCCC4)C3)c(C)o2)cc1 (stereo not drawn)	0	-1.9	-2	-1.9	-0.2	-2	0	-3.4	2	4	-0.6
O=C(NNC(=O)c1ccccc1-n1cccc1)c1ccc(F)cc1	-6	-1.3	1	-1.6	0.2	-3	1	1.4	-3	-2	-3.0
Cc1cccc(C)c1NC(=O)CCc1nnc2ccc(N3CCCC3)nn12	2	-1.2	-5	-2.3	-0.1	2	-2	-1.6	1	2	0.1
COC(=O)c1ccccc1NC(=S)N(Cc1ccc2c(c1)OCO2)Cc1cc2cccc(C)c2[nH]c1=O	-2	-0.7	1	0.7	-0.7	-3	3	0.6	0	-3	0.9
CCN(CC)CCCNC(=O)c1cc2c(-c3ccc(Cl)cc3)nn(C)c2s1	-36	0.2	-3	0.7	1.8	0	2	6.6*	-23	-17	5.5*
COC(=O)C(NC(=O)c1ccccc1C)(Nc1ncc(S(=O)(=O)c2ccc([N+](=O)[O-])cc2)s1)C(F)(F)F (stereo not drawn)	12*	-1.6	-5	-4.2	-0.6	-6	-6	-1.4	9	12*	-0.1
OC(COc1ccc(OCc2ccccc2)cc1)CN1CCCCC1 (stereo not drawn)	-3	-1.2	0	4.2	1.6	7	1	0.6	2	1	1.4
CCOC(=O)c1c(C)[nH]c(C(=O)CN2C(=O)NC(C)(CC(C)C)C2=O)c1C (stereo not drawn)	0	-1.1	-1	-2.4	-0.2	3	0	-1.8	1	-19	3.0

Some of these compounds in order of SMILES length, highest first.
SMILES	ADAM17 inh	ssDAF-12 act	Rev-erbA mod	hgDAF12 agonist	DAX1 inh-1	SMARCA2 activ	MBD2 DNA inh	hcDAF12 agonist	PLCb3 inh	PLC-gamma1 inh	DAX1 inh-2
COC(=O)C(NC(=O)c1ccccc1C)(Nc1ncc(S(=O)(=O)c2ccc([N+](=O)[O-])cc2)s1)C(F)(F)F (stereo not drawn)	12*	-1.6	-5	-4.2	-0.6	-6	-6	-1.4	9	12*	-0.1
COC(=O)c1ccccc1NC(=S)N(Cc1ccc2c(c1)OCO2)Cc1cc2cccc(C)c2[nH]c1=O	-2	-0.7	1	0.7	-0.7	-3	3	0.6	0	-3	0.9
O=C(COC(=O)[C@@H]1CCCN1S(=O)(=O)c1ccc(Cl)cc1)NC1CCS(=O)(=O)C1 (stereo partly drawn)	2	-1.0	2	-0.4	2.0	0	-3	0.9	-3	0	-0.6
Cc1ccc(S(=O)(=O)N2CCCCC2)cc1NC(=O)COC(=O)c1cc[n+]([O-])cc1	2	-0.5	0	1.3	-0.3	0	-1	-0.5	2	0	0.1
COc1ccc(-c2nc(CN3CCCC(C(=O)NC4CCCC4)C3)c(C)o2)cc1 (stereo not drawn)	0	-1.9	-2	-1.9	-0.2	-2	0	-3.4	2	4	-0.6
CCN(CC)CCCNC(=O)c1cc2c(-c3ccc(Cl)cc3)nn(C)c2s1	-36	0.2	-3	0.7	1.8	0	2	6.6*	-23	-17	5.5*
Cc1cccc(C)c1NC(=O)CCc1nnc2ccc(N3CCCC3)nn12	2	-1.2	-5	-2.3	-0.1	2	-2	-1.6	1	2	0.1
Cc1ccc(NC(=O)CCSc2nnc(C)s2)cc1	-1	-1.0	-4	-1.7	-0.2	3	-9	0.5	2	5	1.1
